UPR CHOP act = activators of apoptotic arm of unfolded protein response (CHOP); CHO-CHOP luciferase reporter, UPR activation, luminescence; percent of tunicamycin response over DMSO baseline; activation, % at 10 µM; actives 0.34% (n = 330,000); AID 449763;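 active = at 10 µM dose, activation of 40% or more, normalized to positive control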;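 also: 100% = tunicamycin at 10 µg/mL and 0% = DMSO alone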
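Test system: CHO-CHOP cells, stable luciferase reporter of PERK-eIF2a-CHOP signalling | Quantity: 500 CHO-CHOP cells per well | Buffer or medium: F12 plus 10% serum | Compound dosing: 10 µM single point, 0.5% DMSO | Schedule: 6 h compound treatment, 37 °C | Signal: Luciferase luminescence | Control set: Tunicamycin high control, DMSO low control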
APJ ag = APJ receptor agonism. activation, % at 20 µM. P35414. CHO-K1 APJ PathHunter beta-arrestin, luminescence; 0% DMSO wells, 100% apelin. actives 0.11% (n = 330,000). AID 2520;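 active = activation more than six SD over the plate average, tested at 20 µM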;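 also: 0% = DMSO alone and 100% = apelin-13 at 10 nM; some results filed as inactive read as strong as hits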
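Material: CHO-K1 APJ beta-arrestin complementation cell line; Input: cell density 1000 per well; Incubation: compound stimulation 90 min at 25 °C, detection 60 min; Signal: luminescence from split beta-galactosidase complementation, Galacton Star/Emerald II substrate; Controls: DMSO-only wells as negative, 10 nM Apelin-13 as positive control.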
Mdm2 MdmX PPI = human Mdm2/MdmX binding inhibition; SaOS-2 split-luciferase Mdm2/MdmX complementation, luminescence; inhibition, % at 8 µM; O15151+Q00987; AID 485346; actives 3% (n = 330,000);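 active = inhibition of at least 50% at 8 µM in the primary screen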
Target sequence (O15151 whole entry, looked up): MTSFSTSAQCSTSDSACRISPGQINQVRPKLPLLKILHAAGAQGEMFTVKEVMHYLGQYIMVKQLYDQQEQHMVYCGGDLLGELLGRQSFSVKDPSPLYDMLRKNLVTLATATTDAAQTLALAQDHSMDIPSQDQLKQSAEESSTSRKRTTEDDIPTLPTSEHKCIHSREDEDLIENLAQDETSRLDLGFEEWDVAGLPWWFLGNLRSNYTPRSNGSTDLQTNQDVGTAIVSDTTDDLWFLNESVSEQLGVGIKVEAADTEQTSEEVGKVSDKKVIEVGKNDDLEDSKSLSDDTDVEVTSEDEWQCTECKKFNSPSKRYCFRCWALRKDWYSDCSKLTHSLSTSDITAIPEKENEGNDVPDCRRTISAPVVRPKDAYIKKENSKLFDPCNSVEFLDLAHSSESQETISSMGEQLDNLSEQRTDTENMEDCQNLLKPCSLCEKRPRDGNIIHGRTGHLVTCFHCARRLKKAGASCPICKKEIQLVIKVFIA
Target sequence (Q00987 whole entry, looked up): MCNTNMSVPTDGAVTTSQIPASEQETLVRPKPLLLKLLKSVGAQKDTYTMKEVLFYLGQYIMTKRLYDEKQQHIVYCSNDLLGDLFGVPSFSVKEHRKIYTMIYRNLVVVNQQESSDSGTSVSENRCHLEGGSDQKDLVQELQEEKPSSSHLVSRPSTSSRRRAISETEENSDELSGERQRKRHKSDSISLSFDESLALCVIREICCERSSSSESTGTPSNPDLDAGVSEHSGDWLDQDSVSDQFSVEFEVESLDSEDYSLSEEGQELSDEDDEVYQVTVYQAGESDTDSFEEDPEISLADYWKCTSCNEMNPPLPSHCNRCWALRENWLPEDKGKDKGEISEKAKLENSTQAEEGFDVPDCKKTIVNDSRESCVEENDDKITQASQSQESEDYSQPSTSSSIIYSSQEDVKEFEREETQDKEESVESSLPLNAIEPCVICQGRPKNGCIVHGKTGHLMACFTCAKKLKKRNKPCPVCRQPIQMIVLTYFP
697 NFkB inh = inhibitors of the PMA/ionomycin-induced NF-kB reporter in 697 B cells | 697 B-cell NF-kB luciferase reporter, 16 h | inhibition, % at 4 µM | actives 0.33% (n = 330,000); in the data active = inhibition above about 35%
XBP1 UPR activ = adaptive UPR (XBP1) activation; CHO-XBP1 luciferase reporter, IRE1-XBP1 UPR activation, luminescence; percent of tunicamycin response, DMSO as zero; activation, % at 20 µM; actives 0.33% (n = 330,000); AID 463104;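 active = versus positive control, 20 µM dose yields 30% or more activation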;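 also: 100% = tunicamycin at 10 µg/mL and 0% = DMSO only wells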
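assay system = CHO-XBP1 luciferase reporter cells | amount = 1000 cells/well | buffer or medium = F12 plus 10% FBS | compound dosing = single point, 20 µM final compound, 1% DMSO | incubation = 16-18 h cell attachment at 37 °C, then 6 h compound exposure | detection = Steady-Glo luminescence read | controls = tunicamycin 10 µg/mL and vehicle-only wells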
Jurkat NFkB inh = inhibitors of the PMA/ionomycin-induced NF-kB reporter in Jurkat cells; PMA/ionomycin-induced NF-kB luciferase reporter, luminescence; inhibition, % at 4 µM; actives 0.53% (n = 330,000); in the data active = inhibition above about 50%
tim23-1 inh = inhibits growth of tim23-1 mutant yeast | actives 1.3% (n = 330,000) | AID 463212 | inhibition, % at 20 µM | S. cerevisiae tim23-1 growth, BacTiter-Glo luminescence, 24 h;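 active = growth inhibition of the mutant yeast at or above 50%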;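 also: temperature-sensitive mutant grown at 25 °C; plate controls were DMSO-treated mutant yeast for no effect and medium wells lacking yeast for full effect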
APJ antagonist = antagonists of human APJ apelin receptor; P35414; CHO-K1 APJ beta-arrestin complementation, luminescence; inhibition, % at 20 µM; actives 0.32% (n = 330,000); AID 2521;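 active = inhibition above about 40% at 20 µM, limit read from the data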;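 also: cells challenged with 10 nM apelin-13 agonist together with compound; plate controls were apelin-13 plus DMSO wells for no effect and DMSO wells lacking apelin-13 for full effect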
Numbers without * were called inactive.

Labels used below – A = UPR CHOP act; B = APJ ag; C = Mdm2 MdmX PPI; D = 697 NFkB inh; E = XBP1 UPR activ; F = Jurkat NFkB inh; G = tim23-1 inh; H = APJ antagonist
1: O=C(CN1CCN(S(=O)(=O)N2CCCCC2)CC1)Nc1ccc(Br)cc1
  A = 1.1; B = 4; C = 13; D = -32; E = -4; F = -7; G = 29; H = -11

2: CN(C)c1ccc(/C=N/N(CCO)C2=NS(=O)(=O)c3ccccc32)cc1
  A = -0.3; B = -1; C = 2; D = -2; E = 4; F = -1; G = -9; H = 5

3: CC(C)CCN(C(=O)c1csnn1)C(C(=O)NC1CCCC1)c1ccc(F)cc1 (configuration not stated)
  A = 0.3; B = -5; C = 16; D = 17; E = 2; F = -1; G = 19; H = -11

4: COC(=O)c1sc(S(=O)(=O)N2CCC(C(N)=O)CC2)c(C(=O)OC)c1C
  A = 0.3; B = 5; C = 18; D = 19; E = 1; F = 1; G = 11; H = -1

5: CCOc1ccc(S(=O)(=O)N(CC(=O)NCC(F)(F)F)Cc2ccco2)cc1
  A = 4.2; B = -3; C = 11; D = -4; E = -2; F = -14; G = -2; H = -1

6: CCC(C)[C@H](NC(=O)NCc1ccco1)C(=O)OC (some centres not stated)
  A = 1.2; B = -5; C = -2; D = 2; E = -1; F = -4; G = 13; H = 10

7: CCOC(=O)N1CCN(/C=C(\C#N)c2nc3ccccc3s2)CC1
  A = 2.9; B = -3; C = -45; D = 0; E = 0; F = 10; G = 14; H = 0

8: O=C1S/C(=C\c2ccc(Cl)cc2)C(=O)N1CCn1cnnn1
  A = 1.1; B = -3; C = -17; D = -14; E = 4; F = 14; G = 37; H = 1

9: O=[N+]([O-])c1ccccc1S(=O)(=O)N1CCN(Cc2ccc3c(c2)OCO3)CC1
  A = -0.3; B = -2; C = -1; D = 14; E = -3; F = 0; G = 6; H = -14

10: O=C(CNC(=O)c1cccs1)NC1=NCCS1
  A = 4.2; B = -1; C = -2; D = -9; E = 2; F = -25; G = 14; H = 22

11: Cc1ccc(CNC(=O)CCCC(=O)O)cc1
  A = 1.1; B = -4; C = -24; D = 16; E = 0; F = 15; G = 14; H = 28

12: O=C(CSc1nnc(-c2c[nH]c3ccccc23)n1-c1ccc(F)cc1)NCc1ccco1
  A = 4.2; B = -3; C = -12; D = -19; E = 3; F = -10; G = 20; H = -8

13: CC(=O)Nc1nc2cc([N+](=O)[O-])ccc2s1
  A = 0.7; B = -2; C = -18; D = -5; E = 0; F = 17; G = 10; H = 6

14: CC(=O)Nc1ccc(S(=O)(=O)N[C@@H](C)C(=O)OCc2cc([N+](=O)[O-])cc3c2OCOC3)cc1
  A = -1.4; B = -3; C = 11; D = 15; E = -1; F = 9; G = -7; H = 8

15: Cc1ccc2ncccc2c1
  A = 2.3; B = 0; C = 2; D = -5; E = -1; F = 7; G = 6; H = -6

16: CC(=O)Nc1ccc(S(=O)(=O)NC2(C(F)(F)F)NC(=O)N(Cc3ccccc3)C2=O)cc1 (configuration not stated)
  A = 0.3; B = 5; C = 10; D = 1; E = -2; F = -6; G = 1; H = -3

17: CC(=O)Nc1ccc(-c2nnc(SCc3ccccc3C#N)n2C)cc1
  A = 1.8; B = -3; C = 22; D = 18; E = 3; F = 4; G = -1; H = 17

18: COc1ccc(C(N)=O)c(OCC(=O)Nc2cc(C)on2)c1
  A = -0.8; B = -3; C = 0; D = 16; E = 2; F = -3; G = -16; H = 2

19: Cc1noc(C)c1CSCC(=O)Nc1nc2ccc(S(C)(=O)=O)cc2s1
  A = -0.4; B = -3; C = 17; D = 27; E = 0; F = -5; G = -6; H = 13

20: O=C(NCc1cccnc1)C(=O)Nc1nc2ccccc2s1
  A = 2.0; B = 0; C = 17; D = -67; E = -1; F = -7; G = -5; H = -12

21: O=C(NC1CCCCCC1)c1ccc(Cl)c(S(=O)(=O)N2CCOCC2)c1
  A = 0.3; B = -2; C = 5; D = 4; E = 3; F = -15; G = 12; H = -8

22: CC(C)(C)OC(=O)C[C@H]1C/C=C\C[C@H](CC(=O)N(CCO)Cc2ccccc2)C(=O)N[C@@H](Cc2ccccc2)COC1=O
  A = 1.0; B = 0; C = -10; D = -9; E = 1; F = 0; G = 19; H = 11

23: CCOc1ccc(C(=O)NCCN2CCCCC2)c(OCC)c1
  A = 1.0; B = 1; C = -6; D = -4; E = -3; F = -1; G = 1; H = -15

24: O=C(/C=C/c1ccc2c(c1)OCO2)NCCSCc1ccc(Cl)cc1Cl
  A = 7.4; B = -2; C = -13; D = 0; E = -1; F = 3; G = 13; H = -11

25: COc1cc(C(=O)NCC2CCCO2)cc(OC)c1OC (configuration not stated)
  A = -1.2; B = 1; C = 16; D = 23; E = 1; F = 3; G = 1; H = -7

Whole records as entered above. Screens in order: UPR CHOP act | APJ ag | Mdm2 MdmX PPI | 697 NFkB inh | XBP1 UPR activ | Jurkat NFkB inh | tim23-1 inh | APJ antagonist
Listed for O=C(NCc1cccnc1)C(=O)Nc1nc2ccccc2s1 → 2.0 | 0 | 17 | -67 | -1 | -7 | -5 | -12
Listed for CN(C)c1ccc(/C=N/N(CCO)C2=NS(=O)(=O)c3ccccc32)cc1 → -0.3 | -1 | 2 | -2 | 4 | -1 | -9 | 5

New compounds follow.
Labels used below – A = UPR CHOP act; B = APJ ag; C = Mdm2 MdmX PPI; D = 697 NFkB inh; E = XBP1 UPR activ; F = Jurkat NFkB inh; G = tim23-1 inh; H = APJ antagonist
26: CCC(O)c1nc2ccccc2n1CCc1ccccc1 (configuration not stated)
  A = -2.3; B = 0; C = 16; D = 3; E = 2; F = 13; G = 0; H = 14

27: C=CCOc1cccc(C2/C(=C(/O)c3ccc(F)cc3)C(=O)C(=O)N2CCN2CCOCC2)c1 (configuration not stated)
  A = -1.7; B = -2; C = 5; D = 8; E = 0; F = -2; G = 14; H = 2

28: CN(C)Cc1ccc(CNC(=O)COc2ccc3ccccc3c2)cc1
  A = 2.7; B = -3; C = 2; D = -10; E = 2; F = -13; G = 0; H = 21

29: COc1ccc(C(=O)N/N=C(/C)c2cccc(NC(=O)C(F)(F)F)c2)cc1
  A = 2.7; B = -1; C = -32; D = -89; E = 0; F = -59; G = -8; H = 17

30: O=c1n(Cc2ccccc2)nc2n1-c1ccccc1SC2
  A = 4.1; B = -3; C = -10; D = -28; E = 2; F = -2; G = 29; H = 2

31: O=S(=O)(c1cccc(-c2nnco2)c1)N1CCCC1
  A = -0.8; B = 6; C = -17; D = 11; E = -1; F = 10; G = 4; H = 14

32: CCOc1ccccc1C(=O)NC1CCNCC1
  A = 2.2; B = 0; C = 2; D = -20; E = -3; F = -1; G = 0; H = 9

33: O=C(CN(C(=O)c1csnn1)c1ccc(F)c(Cl)c1)NCc1ccc2c(c1)OCO2
  A = -1.4; B = -3; C = 3; D = 7; E = 5; F = 8; G = -2; H = 3

34: CC(C)NC(=O)C1=NN(c2ccccc2)C(=O)CC1
  A = 2.5; B = 1; C = -12; D = 0; E = -6; F = -21; G = 2; H = 3

35: Cc1nc(SCC(=O)Nc2ccc3[nH]c(=O)[nH]c3c2)nc(C)c1C
  A = 0.2; B = -1; C = -1; D = -7; E = -1; F = -6; G = -4; H = -1

36: COc1cc(/C=C2\SC(=S)N(NC(=O)c3ccccc3OC)C2=O)ccc1O
  A = 2.0; B = -11; C = 31; D = -5; E = 4; F = 11; G = 12; H = 66*

37: CCN1CCN(C(c2cccs2)C(C)NC(=O)c2cccnc2)CC1 (configuration not stated)
  A = -0.5; B = -4; C = 16; D = 3; E = -3; F = -6; G = 2; H = -10

38: O=C(CCCOc1ccccc1)Nc1ccc(Cl)c(S(=O)(=O)N2CCOCC2)c1
  A = 1.0; B = 2; C = 19; D = -43; E = -1; F = 7; G = 11; H = 5

39: Cc1noc(NS(=O)(=O)c2ccc(NC(=O)CSc3ncccn3)cc2)c1C
  A = -0.7; B = -1; C = -26; D = -18; E = -2; F = -8; G = -11; H = 1

40: Cc1nc2ccc(C(=O)N/N=C/c3ccc(O)cc3)cc2[nH]1
  A = 2.1; B = 1; C = -23; D = 17; E = 12; F = 7; G = 19; H = -16

41: Cc1ccc(S(=O)(=O)CC(=O)N2CCCC2)cc1
  A = -3.4; B = 4; C = -14; D = 4; E = -1; F = 2; G = 11; H = 8

42: Cc1ccc(C(=O)N/C(=C/c2ccco2)C(=O)OCN2C(=O)c3ccccc3C2=O)cc1
  A = 1.5; B = 0; C = 6; D = 7; E = -2; F = -8; G = 10; H = 19

43: CCc1nnc(NC(=O)CSc2nnc3nc(C)cc(C)n23)s1
  A = -0.8; B = -3; C = -3; D = -3; E = -3; F = 26; G = 3; H = 3

44: O=C(O)c1cc(S(=O)(=O)Nc2ccc(N3CCCCC3)cc2)ccc1Cl
  A = 0.1; B = -3; C = 18; D = 20; E = -2; F = 4; G = 0; H = -1

45: CC(OC(=O)C1CCCC1)C(=O)Nc1ccc(S(N)(=O)=O)cc1 (configuration not stated)
  A = 0.6; B = 3; C = 13; D = -6; E = 2; F = -3; G = -23; H = 1

46: COc1cc(OC)c2c(C)cc(=O)oc2c1C(CCN1CCOCC1)c1ccc2c(c1)OCO2 (configuration not stated)
  A = 1.2; B = -1; C = 10; D = 0; E = 2; F = -2; G = 7; H = -7

47: Cc1ccc(SC[C@H](Cc2ccccc2)N2CC[C@@H](NC(=O)OCc3ccccc3)CCC2=O)cc1
  A = 1.6; B = -6; C = 20; D = 11; E = -3; F = 4; G = -16; H = 1

48: O=S1(=O)CCN2C(=N1)Sc1c2ccc2c1CCCC2
  A = 2.4; B = 7; C = -12; D = -56; E = 4; F = -45; G = 18; H = -38

49: COc1ccc(NC(=O)C2CC(c3ccccc3Cl)=NO2)cc1 (configuration not stated)
  A = 3.3; B = -2; C = 10; D = 0; E = -5; F = -9; G = 22; H = -6

50: CCOc1ccc(N(C)Cc2cc(=O)oc3ccc(OCC)cc23)cc1
  A = 2.4; B = 0; C = 11; D = 8; E = -2; F = 5; G = 4; H = 2

51: CCOC(=O)c1cnc(-c2ccc(C(F)(F)F)cn2)[nH]c1=O
  A = -0.6; B = 1; C = -8; D = 14; E = 1; F = -7; G = 15; H = -9

52: CCN(c1ccccc1)C1(O)C(=O)c2ccccc2C1=O
  A = 0.5; B = -3; C = 7; D = 20; E = -2; F = 11; G = -2; H = 20

6 compounds from above, reduced to APJ antagonist, Jurkat NFkB inh and 697 NFkB inh.
| nr | Molecule | APJ antagonist | Jurkat NFkB inh | 697 NFkB inh |
| --- | --- | --- | --- | --- |
| 29 | COc1ccc(C(=O)N/N=C(/C)c2cccc(NC(=O)C(F)(F)F)c2)cc1 | 17 | -59 | -89 |
| 30 | O=c1n(Cc2ccccc2)nc2n1-c1ccccc1SC2 | 2 | -2 | -28 |
| 31 | O=S(=O)(c1cccc(-c2nnco2)c1)N1CCCC1 | 14 | 10 | 11 |
| 32 | CCOc1ccccc1C(=O)NC1CCNCC1 | 9 | -1 | -20 |
| 33 | O=C(CN(C(=O)c1csnn1)c1ccc(F)c(Cl)c1)NCc1ccc2c(c1)OCO2 | 3 | 8 | 7 |
| 34 | CC(C)NC(=O)C1=NN(c2ccccc2)C(=O)CC1 | 3 | -21 | 0 |

Structures listed so far marked active in APJ antagonist.
no.	Compound	APJ ag	Mdm2 MdmX PPI	697 NFkB inh	XBP1 UPR activ	Jurkat NFkB inh	APJ antagonist
36	COc1cc(/C=C2\SC(=S)N(NC(=O)c3ccccc3OC)C2=O)ccc1O	-11	31	-5	4	11	66*

Compound activity deposited in PubChem BioAssay by Sanford-Burnham Center for Chemical Genomics.
